AP complement: alternative pathway complement inhibition, orthogonal assay; Human serum alternative complement pathway, LPS-coated ELISA, C3 deposition; tested in compound mixtures; inhibition, % at 5 µM; hit rate 0.08% among 62,000; AID 1235;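 active means inhibition above 30% in each of the two pooled mixtures holding the compound, so the lower value exceeds 30%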;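 further: 0% = serum in Mg-EGTA without compound and 100% = EDTA serum blank; some compounds past the cut are filed as inactive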
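Test system: human serum complement alternative pathway, C3 deposition onto LPS / Medium: Mg2+-EGTA GVB++ buffer containing human serum at 1:15 dilution / Probe or stimulus: Plate-bound LPS / Times: 1 h at 37 °C / Signal: ELISA with HRP anti-human C3 antibody, TMB substrate, absorbance 450 nm / Measure: percent inhibition / Repeats: two pool placements per compound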
C1s block: blocks human complement C1s protease activity; P09871; purified C1s, fluorogenic AMC substrate, pooled mixtures; mean inhibition % of two 10-compound mixtures (stronger effect = higher value), % at 5 µM (by protocol); hit rate 0.16% among 62,000; AID 538;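 active means inhibition above 20% in each of the two 10-compound mixture wells holding the compound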;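 further: 0% = enzyme wells lacking compound mixture and 100% = no-enzyme blank wells; some compounds called inactive have numbers as strong as hits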
Target sequence (P09871 16-437 limits assumed): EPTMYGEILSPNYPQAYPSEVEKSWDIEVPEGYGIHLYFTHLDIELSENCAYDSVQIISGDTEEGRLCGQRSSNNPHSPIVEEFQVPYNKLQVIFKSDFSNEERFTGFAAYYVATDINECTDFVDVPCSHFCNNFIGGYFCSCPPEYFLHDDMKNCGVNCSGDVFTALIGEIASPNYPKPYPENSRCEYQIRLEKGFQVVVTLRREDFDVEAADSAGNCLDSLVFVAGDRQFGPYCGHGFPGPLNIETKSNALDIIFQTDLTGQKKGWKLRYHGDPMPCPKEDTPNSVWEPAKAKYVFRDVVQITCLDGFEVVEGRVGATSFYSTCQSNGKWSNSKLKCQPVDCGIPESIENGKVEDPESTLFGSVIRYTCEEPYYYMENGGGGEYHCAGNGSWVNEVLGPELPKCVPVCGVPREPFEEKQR
Target sequence (P09871 438-688 limits assumed): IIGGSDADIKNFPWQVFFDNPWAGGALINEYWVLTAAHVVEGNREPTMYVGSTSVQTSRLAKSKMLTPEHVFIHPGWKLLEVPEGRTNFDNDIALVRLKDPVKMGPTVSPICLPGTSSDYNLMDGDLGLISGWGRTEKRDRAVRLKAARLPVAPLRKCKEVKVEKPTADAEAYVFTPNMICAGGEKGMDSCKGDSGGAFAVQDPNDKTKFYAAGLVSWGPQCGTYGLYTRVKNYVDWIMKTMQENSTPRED
CatB mix inh: inhibitors of human cathepsin B in compound mixtures; Purified cathepsin B, AMC dipeptide fluorescence; inhibition, %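 (ten-compound pools at 5 µM per compound and 50 µM total)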; hit rate 0.06% among 62,000; in the data active means inhibition above about 22%, passing the limit was not always enough;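 further: 0% = enzyme without compound and 100% = no enzyme blank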
CatL inh: inhibitors of human cathepsin L; P07711; purified cathepsin L, fluorogenic substrate, fluorescence; inhibition, %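 (tested at 10 µM)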; hit rate 0.17% among 58,000; AID 460; in the data active means inhibition above about 45%;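 further: 0% = enzyme with no compound and 100% = no enzyme blank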
CatG inh: blocks human cathepsin G enzyme activity | purified enzyme, AMC-tetrapeptide fluorescence, pooled mixtures | inhibition, % at 5 µM (by protocol) | P08311 | hit rate 0.2% among 62,000 | AID 581;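 active means inhibition above 20% in each of the two mixture wells holding the compound; inactive means inhibition of 20% or less in either well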;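 further: 0% = enzyme control without mixture and 100% = blank lacking enzyme; strong numbers were not always called active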
CatB block: blocks human cathepsin B protease activity. P07858. purified cathepsin B, fluorogenic substrate, fluorescence. inhibition, %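 (tested at 10 µM)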. hit rate 0.1% among 63,000. AID 453; in the data active means inhibition above about 21%;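 further: 0% = enzyme with no compound and 100% = no enzyme blank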
CatS block: inhibitors of human cathepsin S | P25774 | inhibition, %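 (tested at 5 µM per compound within 10-compound mixtures)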 | recombinant cathepsin S, AMC dipeptide fluorescence, pooled mixtures | hit rate 0.06% among 62,000 | AID 501; in the data active means inhibition above about 32%, passing the limit was not always enough;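 further: 0% = enzyme without compound and 100% = blank without enzyme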
Target sequence (P25774 115-331 limits assumed): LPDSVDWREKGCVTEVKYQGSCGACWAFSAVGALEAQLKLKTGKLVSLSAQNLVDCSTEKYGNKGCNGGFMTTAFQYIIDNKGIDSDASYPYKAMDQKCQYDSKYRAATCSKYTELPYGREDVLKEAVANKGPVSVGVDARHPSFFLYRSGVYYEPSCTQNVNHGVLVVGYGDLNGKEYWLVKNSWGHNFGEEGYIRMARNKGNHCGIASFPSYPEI
FXIIa inh mix: factor XIIa (human) inhibition, mixture screen; P00748; purified FXIIa, fluorogenic substrate, pooled mixtures; inhibition, % at 5 µM; hit rate 0.2% among 62,000;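 further: 0% = enzyme without compound and 100% = no enzyme blank; some results filed as inactive read as strong as hits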
FXIa inh mix: factor XIa (human) inhibition, mixture screen | purified FXIa, fluorogenic substrate, pooled mixtures | inhibition, % at 5 µM | hit rate 0.19% among 62,000 | AID 680;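 further: each value is inhibition by a whole ten-compound pool holding the compound; 0% = enzyme with no mixture and 100% = wells lacking enzyme; strong numbers were not always called active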
An asterisk follows results filed as active; x = no result given. Unless noted, no stated cut-off is given here; in the data, active means inhibition above about 20% (passing the limit was not always enough); inactive means the rest.

Order of values – AP complement	C1s block	CatB mix inh	CatL inh	CatG inh	CatB block	CatS block	FXIIa inh mix	FXIa inh mix
- Cc1noc(C)c1S(=O)(=O)Nc1ccc(C(=O)NC2CCCCC2C)cc1 (centres undefined)
    7	-34	-1	6	-5	-3	7	-1	-11
- Cc1c(NC(=O)NC(=O)c2ccc(F)cc2)c(=O)n(-c2ccccc2)n1C
    19	-4	8	x	-1	2	-1	12	8
- Nc1cc(C(=O)c2cccs2)ccc1Cl
    13	6	4	x	11	2	-2	1	10
- CCOc1ccc(OCC)c(NC(=O)CN2CCN(c3cc(C)ccc3C)CC2)c1
    16	-3	-3	-4	-3	0	-4	5	7
- Cc1cc(C)cc(-n2c3nc4ccccc4nc3c3c(=O)n(Cc4ccco4)cnc32)c1
    5	-12	0	3	0	0	3	13	4
- CCCCOc1ccc(N(CC(=O)NC2CCCC2)C(=O)CCC(=O)Nc2ccccn2)cc1
    14	3	6	14	-2	-2	-11	1	7
- CC12CCC(=O)N1C(C(=O)O)Cc1c2[nH]c2ccccc12 (centres undefined)
    -7	-7	-1	18	-4	2	4	4	1
- COc1cccc(-c2nc(CSCC(=O)N3CCc4ccccc43)c(C)o2)c1
    -9	-11	7	1	-12	4	16	-19	3
- CCN(CC)c1ccc(C(=O)n2cnc3ccccc32)cc1
    8	-29	-5	-4	-6	-1	-11	-9	-16
- CCN(CC)CCN1C(=O)C(=O)/C(=C(/O)c2ccc(OC(C)C)cc2)C1c1ccncc1 (centres undefined)
    -6	-23	3	20	21	4	11	1	9
- COC(=O)c1[nH]c2c(c1C)C(=O)CC(c1ccccc1)C2 (centres undefined)
    -2	1	-5	x	-1	-4	5	7	8
- O=C(CN1C(=O)CSC1=O)NCc1ccccc1
    8	12	0	-1	9	5	-4	6	7
- Fc1ccc(CSc2nnc(-c3cnccn3)n2Cc2ccco2)cc1
    7	14	6	17	13	0	2	3	4
- Cn1c(=O)c2c(nc(CN3CCC(C(N)=O)CC3)n2Cc2ccccc2F)n(C)c1=O
    26	-2	3	1	0	-6	10	0	8
- CCOC(=O)N1CCN(c2nc(-c3cccc(OC)c3)cc(C(F)(F)F)n2)CC1
    6	1	3	3	5	2	-8	-14	7
- CCCC(=O)c1cc(F)c(N2CCN(CCC#N)CC2)cc1C
    19	-11	3	-8	5	5	0	7	-4
- CCCP(=O)(CC(=O)N(CC)CC)c1ccccc1 (centres undefined)
    12	-8	3	x	8	2	-5	6	7
- COC(=O)c1sc(NC(=O)c2cc3c(s2)CCCC3)nc1C
    8	0	6	-7	-1	0	1	0	8
- O=C(COC(=O)c1ccc(Br)o1)Nc1nc2ccccc2s1
    48	13	-1	1	7	3	-3	-20	7
- CC1(C)CC(=O)c2cnc(N3CCN(c4ccccc4)CC3)nc2C1
    2	-2	1	17	-1	5	14	-5	6
- COc1ccc(CNC(=O)CN(C(=O)c2cc3sccc3n2C)C2CCCC2)cc1
    12	12	5	3	11	-1	2	1	4
- Cc1cccc2cc(C#N)c(SCC(=O)N3CC(=O)Nc4ccccc43)nc12
    11	12	4	3	8	1	10	7	5
- Cc1nc(NCc2ccco2)c2oc3ccccc3c2n1
    7	-6	5	2	-1	-5	19	-1	2
- O=C(COc1cccc2cccnc12)NCC(F)(F)F
    6	-3	5	-7	0	-1	1	-2	3
- O=C(CSc1nnnn1C1CCCCC1)NCc1ccc2c(c1)OCO2
    -6	-39	-4	3	22	1	-7	5	-6
- Cc1cc2ncn(C(=O)N3CCCCC3)c2cc1C
    25	13	-1	3	51	-4	-3	1	30
- CCOC(=O)c1c(C)oc2ccc(NS(=O)(=O)c3ccc4c5c(cccc35)C(=O)N4)cc12
    1	-9	9	-8	2	-7	18	11	6
- Cc1cc(N2CCCC2)nc(-c2ccccc2O)n1
    10	7	6	-6	9	-1	5	2	1
- CCCCC(=O)NCCc1cc2c(C)ccc(C)c2[nH]c1=O
    18	3	7	15	-8	-3	1	-19	5
- C=CCNc1nc(C2(C)CC3(CC(C)OC3=O)C(=O)O2)cs1 (centres undefined)
    10	-36	3	x	-3	-5	4	6	0

The list goes on:
Order of values – AP complement	C1s block	CatB mix inh	CatL inh	CatG inh	CatB block	CatS block	FXIIa inh mix	FXIa inh mix
- CCn1cc(C(=O)Nc2ccc(-n3cnnn3)c(OC)c2)c(=O)c2ccc(C)nc21
    -4	13	2	-2	11	1	-1	10	7
- CC(C)[C@H](NC(=O)Nc1ccc2c(c1)OCCO2)C(=O)O
    26	10	3	-6	-1	-4	-6	-2	9
- CCCCOC(=O)C1=C(C)NC2(O)c3ccccc3C(=O)C12O (centres undefined)
    5	-174	-17	23	-27	-4	-19	-4	-27
- COc1ccc(CCN(C)CCCC(C#N)(c2cc(OC)c(OC)c(OC)c2)C(C)C)cc1OC (centres undefined)
    5	0	4	1	-4	2	-4	-1	4
- O=C(CC1CCCCC1)c1c(O)c2ccccc2oc1=O
    4	8	4	10	11	2	13	1	13
- O=C(CCc1ccccc1)Nc1ccc(NC(=O)C2CC2)nc1
    15	3	3	-14	0	-4	-5	4	9
- CCCCCC1CCC(C(=O)O)CC1 (centres undefined)
    -1	-21	-4	16	7	1	7	8	-6
- CCOC(=O)CN(C(=O)CSc1nnc2c(n1)[nH]c1ccccc12)c1ccccc1
    -2	15	2	10	12	8	2	-22	2
- Cc1ccc(-c2nc(C#N)c(NCCN3CCCCC3)o2)cc1
    -5	-7	-4	-62	0	-1	4	5	0
- CCOc1ccccc1-c1nc(C(N)=O)c2[nH]c(=O)n(-c3cccc(C)c3)c2n1
    9	17	7	1	8	2	14	-20	3
- N#Cc1nc(-c2ccc(OCc3ccccc3)cc2)oc1NCc1cccnc1
    7	1	-3	22	2	0	10	3	23
- c1ccc(-c2nnc(-c3cccc(-c4nnc(-c5ccccc5)o4)c3)o2)cc1
    -5	2	1	x	7	-1	16	11	-3
- Cc1cc(NC(=O)CSc2nnc(Cc3ccccc3)o2)no1
    -13	7	-3	3	-19	0	-5	-19	-7
- O=C1CC(c2ccccc2)n2nc(NC(=O)c3cccs3)nc2N1 (centres undefined)
    16	-1	-4	6	0	-1	2	13	3
- COc1ccc(C2(CNC(C)=O)CCOCC2)cc1OC
    19	5	6	x	1	x	20	2	6
- CCc1nnc(NC(=O)c2ccc(S(=O)(=O)N3CCN(Cc4ccccc4)CC3)cc2)s1
    -9	-15	-6	x	-1	-2	6	2	3
- Cc1csc(NC(=O)C2CCCO2)n1 (centres undefined)
    -6	-95	-16	2	-49	1	3	2	-31
- COc1cccc(N2C(=O)N(c3ccccc3)C3CS(=O)(=O)CC32)c1 (centres undefined)
    -4	-9	0	-3	-14	3	-1	2	0
- Clc1ccc(CSc2ncccn2)cc1
    8	-6	-1	15	5	-2	12	-3	12
- O=C(O)c1cc(S(=O)(=O)Nc2ccc3oc(=O)sc3c2)ccc1O
    24	-13	2	6	6	-1	-3	-15	0
- CCOC(=O)N1CCN(S(=O)(=O)c2c(C)nn(C)c2C)CC1
    5	-50	-2	-6	-8	1	-7	6	0
- CCC(=O)Nc1ccc2oc(-c3ccccc3Br)nc2c1
    -19	-11	1	-6	-11	0	-2	-17	0
- Cc1ccc(S(=O)(=O)N2CCC(C(=O)N[C@H](C(=O)N3CCN(C)CC3)C(C)C)CC2)cc1
    10	15	8	-1	12	1	-2	0	4
- O=C(Nc1ccccc1C(F)(F)F)N1CCC(N2CCCCC2)CC1
    13	-11	1	13	6	-1	-4	6	1
- COc1cccc(N(CC(=O)Nc2cccc(N(C)S(C)(=O)=O)c2)S(C)(=O)=O)c1
    15	21	11	-2	16	1	2	-3	6
- CCCOc1ccccc1Nc1nnc(C)c(=O)[nH]1
    23	0	3	-6	9	1	-12	6	5
- O=C(COC(=O)c1ccc(Br)o1)Nc1ccc(S(=O)(=O)N2CCCC2)cc1
    6	19	6	-4	17	7	-1	-8	3
- COc1cc(C)nc(N2CCCC(C(=O)NC3CCC(C)CC3)C2)n1 (centres undefined)
    0	6	7	-14	1	1	15	19	10
- COc1ccc2nc(-c3ccccc3)[nH]c2c1
    -32	-39	0	-11	-21	7	-8	4	-10
- CCOc1ccc(N2C(=O)C3CCCN3C2=O)cc1 (centres undefined)
    8	-4	6	12	-2	-1	21	-3	-5

Additional compounds
Order of values – AP complement	C1s block	CatB mix inh	CatL inh	CatG inh	CatB block	CatS block	FXIIa inh mix	FXIa inh mix
- Cc1nnc(NC(=O)CSc2nnc3scc(-c4ccc(C)c(C)c4)n23)s1
    5	-4	-1	-13	-9	3	-9	8	7
- O=C(c1cc(-c2ccc(Cl)cc2)on1)N1CCOCC1
    9	17	3	2	13	2	-3	9	6
- CCOC(=O)C1C(=O)C=C(N2CCOCC2)CC1c1cccc(OC)c1 (centres undefined)
    20	-3	0	-7	-3	-2	-5	3	3
- COc1ccc(N=c2oc3cc(O)ccc3cc2C(=O)NCC2CCCO2)c(OC)c1 (centres undefined)
    9	-50	-2	-204	-3	3	-6	3	-1
- COC(=O)C1=C(C)n2cnnc2NC1c1ccc(Cl)cc1 (centres undefined)
    28	9	3	1	8	0	-1	-17	8
- Cn1c(=O)c2c(ncn2CC(=O)OCC(=O)NC2CCCc3ccccc32)n(C)c1=O (centres undefined)
    6	9	4	1	6	1	-8	-20	2
- Cc1ccc(Cn2nnc3c(=O)n(CC(=O)c4ccccc4)cnc32)cc1
    11	-6	-2	x	4	0	-8	7	3
- Cn1c(=O)cc(OCC(=O)NC2CCCCC2)c2ccccc21
    21	11	4	-4	9	1	-2	8	5
- Cc1nn(C)c(C)c1S(=O)(=O)N1CCc2ccccc21
    8	-9	-4	-9	-2	-5	-6	4	5
- O=C(C1CCN(S(=O)(=O)c2cccc3cccnc23)CC1)N1CCN(C2CCCCC2)CC1
    16	8	5	-6	6	0	-7	5	5
- COC(=O)c1onc(C(=O)c2ccccc2)c1C(=O)OC
    8	-5	6	13	9	3	13	-2	7
- Cc1cc(/C=N/n2cnnc2)c(C)n1-c1ccc(C(=O)O)cc1
    6	-10	2	2	-2	-2	1	-4	35
- C=CCn1c(SCC(=O)Nc2cccc(C(=O)OC)c2)nnc1C(C)NC(=O)c1cccs1 (centres undefined)
    -33	-18	6	18	-15	8	5	6	1
- CCCCCC#CCC#CCC#CCC#CCCCC(=O)O
    16	18	5	-8	15	3	6	7	6
- CC(C)(C)NC(=O)C(c1ccco1)N(C(=O)Cn1nnc(-c2ccc(F)cc2)n1)c1ccccc1F (centres undefined)
    13	3	7	-2	4	-2	1	0	6
- Cc1cc(=O)oc2c(CN(C)Cc3ccccc3)c(O)ccc12
    15	-249	-13	-198	-41	-14	-40	-19	-56
- COC(=O)c1ccccc1NC(=O)C12CCC(C)(C(=O)O1)C2(C)C (centres undefined)
    2	16	4	12	16	7	-3	-1	2
- COc1cccc(-c2nc(CSCC(=O)NCC3CCCO3)c(C)o2)c1 (centres undefined)
    -5	-22	-7	4	-8	1	4	4	2
- CC1(C)CC(=O)c2cnn(-c3nc4ccccc4[nH]3)c2C1
    -4	7	-1	9	3	-2	4	2	3
- O=C1CSC(=Nc2ccccc2Cl)N1
    3	18	0	18	13	8	3	-22	1
- Cc1cnn(-c2nc(-c3cccs3)cc(C(F)(F)F)n2)c1
    14	0	35	-3	-2	0	18	7	11
- CCOC(=O)c1cc2c(=O)n3ccccc3nc2n(Cc2ccc(Cl)cc2)c1=N
    15	-26	-1	-458	4	-2	-9	6	7
- CCOC(=O)c1c(Nc2ccccc2N)cc(C)nc1C
    15	3	8	3	2	-3	17	-19	7

The list is partial; rates above refer to the full screens.
